NOD1 NF-kB reporter = NOD1 signaling inhibitors, primary screen, cell-based, luminescence, uHTS (AID 1578). NOD1-driven NF-kB luciferase reporter cells, luminescence; higher % means a stronger effect. inhibition, % at 4 µM, or EC50 in µM where a hit was titrated. hit rate 1% among 290,000; in the data active = inhibition mostly above about 36%, no sharp cut-off; inactive = mostly below about 34%;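 also: HEK-293T reporter cells stimulated with the NOD1 agonist gamma-tri-DAP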
GPR55 LPI antagonism = GPR55 antagonists blocking LPI-driven arrestin recruitment, primary screen, imaging, U2OS, beta-arrestin-GFP, LPI agonist (AID 2013); inhibition, % at 10 µM, or IC50 in µM where a hit was titrated; G-protein coupled receptor 55 (Homo sapiens); hit rate 0.13% among 290,000; U2OS GPR55 beta-arrestin-GFP translocation imaging, LPI antagonism; higher % means a stronger effect;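 active = spots per cell inhibited over 60%, with over 100 cells counted and total cytoplasm intensity under 500,000; inconclusive = wells with under 100 cells, flagged as likely toxic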;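 also: U2OS cells stably carrying GPR55 and arrestin-GFP stimulated by 5 µM LPI near EC80; imaged beta-arrestin-GFP aggregate spots per cell after agonist stimulation; plate controls were LPI-stimulated DMSO wells for no effect and DMSO wells without LPI for full effect; some results filed as inactive read as strong as hits; confirmed hits need IC50 under 10 µM and bright autofluorescent wells are also inconclusive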
KOR beta-arrestin-1 = KOR antagonists, beta-arrestin recruitment, cell-based, luminescence, uHTS (AID 1778); Kappa-type opioid receptor (Homo sapiens); hit rate 0.091% among 290,000; KOR beta-arrestin recruitment, luminescence, antagonist mode; higher % means a stronger effect; inhibition, % at 10 µM, or IC50 in µM where a hit was titrated; also: strong numbers were not always called active
NOD2 inhibition = NOD2 signaling inhibitors, cell-based, luminescence, uHTS, HEK293 (AID 1566); HEK293 NOD2/NF-kB luciferase reporter, luminescence; higher % means a stronger effect; inhibition, % at 4 µM, or EC50 in µM where a hit was titrated; hit rate 0.63% among 290,000; also: many of its hits are not listed in these tables
Rac1 GTP hydrolysis = MgcRacGAP GTPase-activating activity inhibitors, confirmation, biochemical, ADP Hunter fluorescence; MgcRacGAP-stimulated Rac1 GTP hydrolysis, ADP Hunter fluorescence; higher % means a stronger effect; GST-tagged Rac1 F28L mutant substrate; inhibition, % at 30 µM; hits with a dose series show IC50 in µM; Rac GTPase-activating protein 1 (Homo sapiens); hit rate 0.6% among 340,000; AID 624330, 2012;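 active = first-screen hits whose inhibition reached a set limit at any dose in the follow-up dose series; inconclusive = inhibition above the set first-screen limit but never retested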;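 also: fluorescence reports GDP produced by GAP-driven GTP hydrolysis; strong numbers were not always called active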
HIV peptide binding = inhibitors of HIV fusion peptide binding, primary screen, biochemical, uHTS, fluorescence dequenching (AID 1986) | cell-free peptide binding, fluorescence dequenching, 30 min; higher % means a stronger effect | inhibition, % at 20 µM; hits with a dose series show IC50 in µM | hit rate 0.3% among 290,000; in the data active = inhibition mostly above about 52%, no sharp cut-off; inactive = mostly below about 76%; also: some results filed as inactive read as strong as hits
GPR55 beta-arrestin = GPR55 agonists via beta-arrestin recruitment, primary screen, imaging, U2OS cells, beta-arrestin-GFP redistribution (AID 1961); hit rate 0.048% among 290,000; G-protein coupled receptor 55 (Homo sapiens); U2OS GPR55 beta-arrestin-GFP redistribution imaging; higher % means a stronger effect; one-dose activation, % at 10 µM; EC50 in µM for titrated hits;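 active = activation above 40% with more than 50 cells counted in the well; inconclusive = wells holding fewer than 50 cells, flagged as toxic or sparse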;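 also: U2OS osteosarcoma cells stably expressing GPR55 and beta-arrestin-GFP; plate controls were DMSO negative control for no effect and LPI positive control for full effect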
KOR beta-arrestin-2 = KOR agonists, beta-arrestin recruitment, primary screen, cell-based, luminescence, uHTS (AID 1777); Kappa-type opioid receptor (Homo sapiens); KOR beta-arrestin recruitment, luminescence; higher % means a stronger effect; activation, % at 10 µM; hits with a dose series show EC50 in µM; hit rate 0.02% among 280,000; in the data active = activation above about 50%, passing the limit was not always enough; also: a part of the inactive calls stands beside numbers as strong as those of hits
SV40 large T antigen = SV40 large T antigen inhibitors, biochemical (AID 1903). SV40 large T antigen ATPase/helicase inhibition assay; higher % means a stronger effect. inhibition, % at 20 µM; hits with a dose series show IC50 in µM. hit rate 0.39% among 310,000; in the data active = a potency from the dose series; inconclusive = inhibition mostly from about 32% at the one dose, without a potency; inactive = the rest, 99 in 100 with inhibition below about 32%; also: strong numbers were not always called active
* = called active by the depositor; ? = inconclusive; / = no result given; [ ] = remark or other dose. Rule as the data show it, unless noted: active = inhibition above about 50%; inactive = the rest. Only part of the results is shown; count on the stated rates, not on these rows.

SMILES	NOD1 NF-kB reporter	GPR55 LPI antagonism	KOR beta-arrestin-1	NOD2 inhibition	Rac1 GTP hydrolysis	HIV peptide binding	GPR55 beta-arrestin	KOR beta-arrestin-2	SV40 large T antigen
O=C(NNC(=S)Nc1ccccc1)c1cc(Br)ccc1Cl	-11%	-5%	-19%	5%	7%	0.6%	-0.2%	-0.6%	15%
Cc1ccc(-n2c3c(cc(C(=O)NCCCN4CCOCC4)c2=O)C(=O)CC(C)(C)C3)cc1	16%	8%	-41%	3%	5%	-1.6%	0.3%	-4.0%	/
COc1cccc(CNC(=O)CCC2CCCN(C(=O)c3ccccc3N(C)C)C2)c1 (configuration not stated)	32%	16%	12%	17%	6%	-1.9%	0.0%	0.0%	6%
O=C(/C=C/c1c(F)cccc1Cl)Nc1cccnc1	-65%	-38%	-33%[20 µM]	-68%	6%	-1.2%	-0.1%	-3.0%	0%
Cc1oc(-c2ccoc2)nc1CN(CC1CCC(=O)N1)C(C)C (configuration not stated)	-14%	10%	-8%[20 µM]	14%	5%	2.5%	0.2%	/	26%
Cc1ccnc(N2CCC(C(=O)Nc3ccc4c(c3)CCC4)CC2)n1	3%	-10%	-32%	3%	6%	3.2%	-0.2%	-0.6%	0%
CC(C)C1C(=O)CC(c2ccccc2)NC1c1ccccc1 (configuration not stated)	-10%	4%	-6%	3%	1%	-1.5%	0.4%	2.5%	10%
Cc1ccc(OCC(=O)NCc2ccco2)c([N+](=O)[O-])n1	-15%	5%	30%[20 µM]	4%	2%	-0.7%	-0.1%	-7.0%	7%
CN(C)c1ccc(C(=O)N=c2sccn2C)cc1[N+](=O)[O-]	-72%	14%	11%	-14%	8%	-0.1%	0.0%	-6.4%	14%
CC(C)Oc1ccc(CN2CCCC(CO)(Cc3ccccc3)C2)cc1CO (configuration not stated)	34%	-5%	32%[20 µM]	5%	3%	0.1%	-0.2%	-3.7%	9%
COc1ccc(C[C@H]2CN3C(=NC[C@@H]3Cc3ccc(O)cc3)N2CCNC(=O)c2ccc(C)c(Br)c2)cc1	-4%	19%	-10%	7%	8%	-0.4%	2.0%	-1.0%	14%
O=c1ccc(/C=C/c2ccccc2)nn1Cc1ccccc1Cl	-77%	-7%	11%	12%	4%	2.0%	-0.1%	3.5%	2%
S=c1cnc2ccccc2[nH]1	-19%	4%	-10%[20 µM]	12%	1%	-0.9%	0.2%	-2.4%	4%
Cn1c(C(=O)Nc2ccc3c(c2)OCO3)cc2c(=O)n(C)c3ccccc3c21	-38%	-7%	-2%	2%	11%	-1.9%	-0.1%	43%	4%
CC(C)N1CC(O)=C(c2nc3ccccc3[nH]2)C1=N	9%	-3%	-50%	-6%	3%	0.6%	-0.1%	1.8%	10%
O=C1/C(=C/c2ccc(Cl)cc2)NC(=S)N1Cc1cccnc1	6%	9%	-23%	3%	/	-3.0%	0.4%	2.1%	1%
CCOC(=O)Cn1c(CN2CCOCC2)nc2c1c(=O)[nH]c(=O)n2C	21%	2%	-28%	10%	3%	-0.2%	-0.4%	2.7%	1%
Cc1cc(NC(=O)CSc2nc(C(C)C)nc3c2c(=O)n(C)c(=O)n3C)no1	-14%	-6%	4%	4%	4%	1.4%	-0.1%	-2.5%	9%
O=c1nccc(N/N=C/c2cccc(O)c2)[nH]1	0%	-8%	-22%	-2%	8%	-0.4%	-0.1%	4.1%	16%
COc1ccccc1S(=O)(=O)Cc1ccc(C(=O)NCc2ccccc2)o1	0%	3%	2%	12%	5%	2.4%	0.2%	-4.3%	11%
COc1cc(O)c(CC=C(C)C)c(O)c1C(=O)CCc1ccc(O)cc1	-2%	20%	32%	-29%	7%	-0.9%	2.0%	1.4%	7%
CSCC[C@H](NC(=O)NCc1cccs1)C(=O)O	-5%	-21%	-11%	15%	7%	8.6%	0.3%	-1.4%	7%
CCn1cc(C(=O)N[C@@H](C)C(=O)NCCO)c(=O)c2cc3c(cc21)OCO3	-14%	-14%	-18%	13%	10%	0.2%	0.6%	7.7%	17%
CCCOc1ccc(C(=O)NCC(C)(C)N2CCOCC2)cc1	-19%	2%	6%	6%	6%	0.8%	-0.2%	-4.0%	12%
O=C(NC(=S)Nc1ccccc1C(=O)O)c1ccc(-c2ccc(Br)cc2)o1	-12%	-2%	-84%	1%	16%	18µM*	-0.1%	5.8%	26%
N#CCC(=O)Nc1sc2c(c1C(N)=O)CCCC2	-44%	-6%	19%	10%	-7%	5.9%	-0.5%	-2.0%	3%
Cc1cccc(/C=N/NC(=O)Cc2cccs2)c1	-6%	14%	30%	-43%	15%	2.2%	-0.1%	0.3%	12%
COc1ccc(N2C(=O)CCC(C(=O)N3CCCCCC3)C2c2ccc(OC)c(OC)c2)cc1 (configuration not stated)	13%	12%	-4%	5%	8%	-0.1%	0.0%	-1.7%	8%
CCOC(=O)N1CCN(C(=O)C2CCN(S(=O)(=O)c3ccc(F)cc3)CC2)CC1	-24%	10%	-40%[20 µM]	11%	7%	-0.8%	0.4%	-4.3%	9%
Cc1cc(-c2n[nH]c(=S)n2/N=C/c2c[nH]c3ccccc23)n[nH]1	-10%	-3%	-13%	12%	31%	0.0%	0.8%	3.2%	64µM*
COc1ccc(CCN2CCCC(CN(C)Cc3cc(OC)ccc3OC)C2)cc1 (configuration not stated)	-21%	17%	-34%[20 µM]	-31%	-7%	-0.2%	0.0%	0.8%	3%
Nc1nnc(-c2ccncc2)s1	-4%	22%	28%	8%	4%	0.6%	0.8%	1.6%	14%
COc1ccc(OC)c(/C=N/NC(=O)c2cc[n+](Cc3ccccc3)cc2)c1	-4%	-1%	-7%	8%	2%	-1.3%	-0.3%	-0.1%	13%
Cc1ccccc1S(=O)(=O)NC1OC(=O)C(Cl)=C1Cl (configuration not stated)	-17%	4%	-22%	3%	-2%	0.5%	0.0%	-1.0%	5%
COc1ccc(OC)c(C2=NOC(C(=O)Nc3ccc4c(c3)OCCO4)C2)c1 (configuration not stated)	-11%	5%	20%	3%	11%	-1.3%	0.0%	-0.5%	25%
COc1ccc(CCN2CC(C(=O)NCCCn3nc(C)cc3C)CCC2=O)cc1 (configuration not stated)	15%	-10%	-27%	-4%	2%	0.3%	-0.1%	4.4%	-6%
N#C/C(=C\c1ccc(OCc2ccc(Br)cc2)cc1)C(=O)Nc1cccc(C(=O)O)c1	-24%	2%	-26%	-22%	11%	76%	1.3%	0.3%	7%
CCN(CC)C(=O)CSc1nnc(-c2cc3ccccc3cc2O)n1CC	40%	-3%	-17%	12%	7%	2.6%	-0.1%	4.7%	26%
CCOC(=O)N1CCN(Cc2cn[nH]c2-c2cc3ccccc3o2)CC1	-28%	-6%	-33%[20 µM]	3%	-8%	1.4%	0.4%	3.8%	/
COc1ccccc1N1CCN(C(=O)c2cc3c(=O)n4cccc(C)c4nc3s2)CC1	33%	-9%	-50%	-18%	4%	-0.6%	-0.2%	7.2%	4%
Cc1cc([N+](=O)[O-])cc2c1NC(=O)C2(O)N1CCOCC1 (configuration not stated)	-12%	-13%	-14%	-2%	2%	-1.4%	0.3%	3.1%	5%
O=C(CNC1CCCCCC1)Nc1ccccc1N1CCOCC1	-18%	12%	-8%[20 µM]	19%	177µM*	-0.7%	-0.1%	-5.2%	4%
Cc1ccc(-c2nnn(CC(=O)NC3CC4CCC3C4)n2)cc1 (configuration not stated)	-22%	-2%	13%	12%	4%	-2.0%	0.3%	-0.2%	4%
COc1ccc(Nc2c([N+](=O)[O-])ccc3c2=NC2(CCCCC2)N=3)cc1	-24%	1%	8%	20%	7%	-4.9%	-0.3%	-4.9%	9%
Cc1ccsc1/C=N/NC(=O)CNC(=O)c1ccco1	-23%	10%	-4%	9%	5%	2.7%	0.2%	0.1%	1%
COCc1cc(=O)[nH]c(-c2ccc(C(F)(F)F)cc2)n1	-12%	8%	18%	-3%	/	-1.0%	-0.2%	-0.2%	9%
COc1ccc(N2C(=O)c3ccc(C(=O)OC(C)C)cc3C2=O)cc1	-15%	11%	8%	25%	3%	-1.2%	0.0%	-3.5%	-14%
CCc1ccc(-c2nnn(CCC#N)n2)cc1	-29%	-3%	-6%	9%	0%	-0.3%	0.3%	-0.7%	28%
Cc1cc(-c2nnc(CCC(=O)N3CCN(Cc4cccc(F)c4)CC3)o2)c(C)o1	-27%	-1%	3%[20 µM]	-18%	7%	-1.4%	-0.1%	/	2%
O/N=C(\Cc1cscn1)c1ccc(O)cc1O	11%	13%	20%	8%	?	-1.4%	-0.2%	-2.4%	32%
Cn1c(=O)c2c(nc(SCc3cc4c(cc3Cl)OCO4)n2C)n(C)c1=O	-26%	6%	-24%	-17%	/	1.3%	-1.0%	-0.6%	/
COc1ccc(OC)c2[nH]c(=O)c(CCNC(=O)c3cccs3)cc12	-14%	13%	13%	-2%	1%	-1.5%	-0.1%	-2.4%	6%
CCCc1ccc(OCc2ccc(C(=O)O)o2)c(OC)c1	-16%	12%	-21%	-75%	15%	2.5%	-0.2%	-1.4%	4%
C=C(C)C1CC=C(C)/C(=N/NC(=O)c2ccccc2[N+](=O)[O-])C1 (configuration not stated)	1%	9%	-10%	7%	1%	-1.1%	0.5%	-6.6%	-2%
C#CCOC(=O)C1C2C=CC(C2)C1C(=O)O (configuration not stated)	-7%	16%	-30%	-7%	6%	1.1%	-0.1%	3.3%	3%
CCOC(=O)c1cc(C#N)c(Oc2cccc(C(F)(F)F)c2)nc1-c1ccccc1	-32%	10%	2%	-28%	4%	2.8%	-0.4%	0.4%	3%
COc1ccc2c(C(=O)CN3CCN(CCO)CC3)c[nH]c2c1	11%	0%	19%	22%	-6%	3.7%	-0.3%	-3.6%	13%
Cc1ccc(S(=O)(=O)NCC2CCC(C(=O)NCc3ccc4c(c3)OCO4)CC2)cc1 (configuration not stated)	-3%	3%	-6%	-50%	-7%	-2.1%	-0.1%	-0.8%	15%
O=c1c2ccccc2nc2oc3ccccc3n12	2%	12%	8%	-64%	13%	-1.5%	0.0%	5.0%	6%
COc1ccccc1CC(=O)NC1CCCc2ccccc21 (configuration not stated)	-26%	-5%	-7%	-22%	-9%	0.3%	0.3%	-0.4%	-1%

Screens: PubChem BioAssay, several laboratories
